Source: PubChem
CRFBP-R2 agonist: agonists of CRF-BP/CRF-R2 complex, primary screen, cell-based, HEK293, calcium dye fluorescence, uHTS | activation, % at 13.2 µM | 350,000 tested, 0.46% active | CRF-binding protein / CRF receptor 2 complex (human) | calcium dye fluorescence (FLIPR); percent of saturating CRF peptide response;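 active = activation of at least 50%, plus an integration ratio under a set limit after plate pattern correction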;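 note: plate controls were neutral control wells without compound for no effect and CRF at EC100 for full effect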
GalR3 antag: GalR3 antagonists in HEK293 cells, primary screen, cell-based, fluorescence readout. 360,000 tested, 0.44% active. Galanin receptor type 3 (Homo sapiens), O60755. inhibition, % at 3 µM. HEK293 GalR3-CNG cAMP membrane potential fluorescence; galR3 body fused to GalR1 C-terminus. AID 651719, 2012;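 active = inhibition above the screen-wide average plus 3 SD, cut at about 13% in these data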;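 note: forskolin and galanin both at EC90 stimulate the cells; cAMP rise reported by CNG channel membrane potential dye signal; 0% = forskolin plus galanin with DMSO and 100% = forskolin alone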
IDE act: human IDE activators in live cells, primary screen, fluorescence polarization, HEK cells, FAbeta-B substrate | activation, % at 5.96 µM | 340,000 tested, 0.073% active | FAbeta-B cleavage; 0% vehicle, 100% cell-free pure enzyme wells | Insulin-degrading enzyme (Homo sapiens), P14735 | AID 493087, 2011;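 active = activation above the mean of all tested compounds plus 3 SD, set per screening campaign, cut at about 17% in these data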
CHRM4 PAM: human M4 muscarinic receptor positive allosteric modulators, primary screen, CHO-K1 cells, Fluo-8 calcium fluorescence; CHO-K1 hM4/Gqi5, ACh EC20; 0% = ACh EC20, 100% = maximal ACh; activation, % at 3 µM; 360,000 tested, 0.4% active; AID 624126, 2012;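 active = activation above its plate's cutoff, the mean activation of sample wells plus 3 SD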; note: some results filed as inactive read as strong as hits
IDE cell inh: human IDE inhibitors in live cells, primary screen, fluorescence polarization, HEK cells, FAbetaB substrate. Insulin-degrading enzyme (Homo sapiens), P14735. FAbetaB cleavage. inhibition, % at 5.59 µM. 320,000 tested, 0.41% active. AID 434962, 2010;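 active = percent inhibition above the average of all tested compounds plus 3 SD, set per screening campaign, cut at about 16% in these data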;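 note: IDE supplied by intact live HEK cells; FP after avidin binding of uncleaved biotin substrate so inhibition keeps polarization high; 0% = DMSO wells and 100% = 60 µM reference IDE inhibitor Ii1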
MEKK3 PB1 HTS: modulators of MEKK3-MEK5 PB1 binding, primary screen, biochemical, wildtype MEKK3, multiplex bead flow cytometry, Alexa488-MEK5; bead-based flow cytometry, Alexa488-MEK5 binding to MEKK3; actives lie on both sides; 0 = blocked by unlabeled MEK5, 100 = vehicle; binding response (% of control), % at 10 µM; 290,000 tested, 1.4% active; AID 1529, 2009;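 active = binding response more than 3 SD above or below the average of its plate-row segment, actives on both sides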;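 note: Alexa488 bead fluorescence after subtracting the streptavidin-only scavenger bead signal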
Target sequence (Q99759 whole entry, looked up): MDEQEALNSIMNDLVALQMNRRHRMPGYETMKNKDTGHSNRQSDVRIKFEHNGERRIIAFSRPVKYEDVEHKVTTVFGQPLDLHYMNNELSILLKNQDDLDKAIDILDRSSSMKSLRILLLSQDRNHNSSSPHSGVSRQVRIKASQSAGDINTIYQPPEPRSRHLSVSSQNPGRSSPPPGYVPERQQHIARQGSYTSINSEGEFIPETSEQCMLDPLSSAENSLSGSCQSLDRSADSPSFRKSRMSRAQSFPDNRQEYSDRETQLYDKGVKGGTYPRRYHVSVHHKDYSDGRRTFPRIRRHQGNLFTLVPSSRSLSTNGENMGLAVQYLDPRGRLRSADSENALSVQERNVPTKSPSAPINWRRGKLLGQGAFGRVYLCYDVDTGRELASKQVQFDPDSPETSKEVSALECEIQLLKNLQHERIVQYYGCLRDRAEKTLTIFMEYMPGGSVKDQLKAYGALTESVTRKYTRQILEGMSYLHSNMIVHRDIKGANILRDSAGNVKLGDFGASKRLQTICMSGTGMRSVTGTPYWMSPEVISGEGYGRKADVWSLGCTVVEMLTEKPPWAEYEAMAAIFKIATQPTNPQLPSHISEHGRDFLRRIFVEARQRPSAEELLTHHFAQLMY
p-CIP stab down: p/CIP-EGFP fusion destabilizers, primary screen, fluorescence, F442A cells; 16 h; decrease of EGFP signal, % at 10 µM; 290,000 tested, 0.01% active;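 active = EGFP signal decrease of at least 30% at 10 µM or well 3 SD below plate mean, unless failing retest; inactive = the rest, including hits failing retest or dose response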; note: some compounds called inactive have numbers as strong as hits; many of its hits are not listed in these tables
PHOSPHO1 inh: PubChem AID 1565 | Phosphoethanolamine/phosphocholine phosphatase (Homo sapiens), Q8TCT1 | recombinant PHOSPHO1, absorbance phosphatase assay | inhibition, % at 13.3 µM | 290,000 tested, 1.1% active; in the data active = inhibition above about 60%
Target sequence (Q8TCT1 whole entry, looked up): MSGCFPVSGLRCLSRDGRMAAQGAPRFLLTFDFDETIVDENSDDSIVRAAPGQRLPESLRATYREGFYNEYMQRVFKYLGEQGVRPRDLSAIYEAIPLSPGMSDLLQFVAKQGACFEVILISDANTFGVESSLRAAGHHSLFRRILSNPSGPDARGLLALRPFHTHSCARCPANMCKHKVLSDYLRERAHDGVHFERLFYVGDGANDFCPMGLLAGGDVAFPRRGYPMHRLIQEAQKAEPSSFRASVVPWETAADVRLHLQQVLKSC
CRFBP-R2 block: antagonists of CRF-BP/CRF-R2 complex, primary screen, cell-based, HEK293, calcium dye fluorescence, uHTS | inhibition, % at 11.8 µM | 350,000 tested, 0.59% active | CRF-induced calcium fluorescence;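 active = inhibition of the ligand-induced calcium signal above about 50% at the single tested concentration, limit read from the data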
An asterisk follows results filed as active; . = no result given; & = joins results of further samples; [ ] = remark or other dose.

Preview:
item	canonical_smiles	CRFBP-R2 agonist	GalR3 antag	IDE act	CHRM4 PAM	IDE cell inh
1	O=C(NNc1cccc(Cl)n1)Nc1ccccc1Cl	0.9	-2	-4	3	4
2	COc1cc(OC)c(C(=O)OCN2C(=O)c3ccccc3C2=O)cc1OC	-1.4	-6	2	0	-2
3	O=C(CSc1nnc2c3ccccc3c3ccccc3c2n1)Nc1ccccc1F	1.8	1	4	3	11
4	CCSc1nnc(Cc2cc(=O)[nH]c(=O)[nH]2)n1-c1ccc(Cl)cc1	2.4	-3	-1	5	2
5	OC1(c2ccccc2F)CCN(Cc2nnc(-c3ccccc3)o2)CC1	-0.5	-7	4	-3	2

item	MEKK3 PB1 HTS	p-CIP stab down	PHOSPHO1 inh	CRFBP-R2 block
1	100	-8	-27	1
2	106	-9	27	-4
3	.	-8	94*	25
4	100	2	18	-4
5	102	-14	9	5

Main list, from the start:
item	canonical_smiles	CRFBP-R2 agonist	GalR3 antag	IDE act	CHRM4 PAM	IDE cell inh
1	O=C(NNc1cccc(Cl)n1)Nc1ccccc1Cl	0.9	-2	-4	3	4
2	COc1cc(OC)c(C(=O)OCN2C(=O)c3ccccc3C2=O)cc1OC	-1.4	-6	2	0	-2
3	O=C(CSc1nnc2c3ccccc3c3ccccc3c2n1)Nc1ccccc1F	1.8	1	4	3	11
4	CCSc1nnc(Cc2cc(=O)[nH]c(=O)[nH]2)n1-c1ccc(Cl)cc1	2.4	-3	-1	5	2
5	OC1(c2ccccc2F)CCN(Cc2nnc(-c3ccccc3)o2)CC1	-0.5	-7	4	-3	2
6	CNc1ccc(/C=C(\C#N)c2ccccn2)cc1[N+](=O)[O-]	-1.2	-3	7	-1	1
7	Cc1ccc(C)c(OCc2cc(C(=O)N3C[C@@H](C)O[C@@H](C)C3)no2)c1	-0.4	-3	3	-2	0
8	COc1cc(OC)c(OC)cc1CN1CCCC(C(=O)N2CCCCC2)C1 (stereo unspecified)	-0.2	-4	4	-2	-3
9	NC(=O)CNC(=O)[C@@H]1CC2(CC(c3ccc(Cl)cc3)=NO2)CN1C(=O)c1ccc(Br)cc1 (stereo partly specified)	-0.4	-5	4	15	2
10	CC12CCC(C(=O)Nc3cccc(Cl)c3)(C(Br)C1=O)C2(C)C (stereo unspecified)	0.2	-4	3	-2	-1
11	CCn1cc(CN2N=C(C)CC2c2ccccc2)c(C)n1 (stereo unspecified)	-1.1	-6	-1	3	-2
12	CCOC(=O)C1(Cc2cccc(Cl)c2)CCCN(CCO)C1 (stereo unspecified)	0.7	-5	1	-2	4
13	CC(C)CC(N=Cc1c(O)c2ccccc2oc1=O)C(=O)O (stereo unspecified)	0.1	-2	4	0	-7
14	O=S1(=O)CCN(CCCc2ccccc2)CC1	0.8	-3	.	1	.
15	Cc1ccccc1OCC(=O)NCCc1nc2ccccc2[nH]1	27	-5	-3	-3	2

item	MEKK3 PB1 HTS	p-CIP stab down	PHOSPHO1 inh	CRFBP-R2 block
1	100	-8	-27	1
2	106	-9	27	-4
3	.	-8	94*	25
4	100	2	18	-4
5	102	-14	9	5
6	103	-11	-32	20
7	90	4	13	4
8	96	4	-5	-10
9	101	-19	12	-5
10	101	-9	-4	-24
11	97	-1	24	-2
12	101	-8	48	-7
13	73*[inhibitor]	4	-1	-5
14	.	.	.	-7
15	87	6	2	-61

4 entries already listed, arranged by heavy-atom count, falling.
item	canonical_smiles	CRFBP-R2 agonist	GalR3 antag	IDE act	CHRM4 PAM	IDE cell inh
4	CCSc1nnc(Cc2cc(=O)[nH]c(=O)[nH]2)n1-c1ccc(Cl)cc1	2.4	-3	-1	5	2
13	CC(C)CC(N=Cc1c(O)c2ccccc2oc1=O)C(=O)O (stereo unspecified)	0.1	-2	4	0	-7
1	O=C(NNc1cccc(Cl)n1)Nc1ccccc1Cl	0.9	-2	-4	3	4
14	O=S1(=O)CCN(CCCc2ccccc2)CC1	0.8	-3	.	1	.

item	MEKK3 PB1 HTS	p-CIP stab down	PHOSPHO1 inh	CRFBP-R2 block
4	100	2	18	-4
13	73*[inhibitor]	4	-1	-5
1	100	-8	-27	1
14	.	.	.	-7

The list goes on:
item	canonical_smiles	CRFBP-R2 agonist	GalR3 antag	IDE act	CHRM4 PAM	IDE cell inh
16	Cc1cc2nc(-c3ccc(SCc4ccccc4C#N)nc3)[nH]c2cc1C	-0.7	-7	-16	2	5
17	COc1cccc(CN(C)Cc2nc(Cc3ccccc3Cl)no2)c1	-0.1	1	3	2	1
18	CC(C)C[C@H](NC(=O)C1(c2ccccc2)CCN(C(=O)OC(C)(C)C)CC1)C(=O)N1CCC[C@H]1C(=O)O	0.4	-3	4	2	0
19	CC(C)(C)c1ccc(C(=O)Nc2cccc(C(=O)N3CCOCC3)c2)cc1	3.9	-5	8	-2	-1
20	O=C(O)c1ccc2c(c1)C(=O)N(NC(=O)c1ccccc1)C2=O	8.0	1	-5	10	8
21	O=C1COc2cccnc2N1	-0.4	-3	-1	9	6
22	CC1=N/C(=C\c2ccc3c(c2)OCO3)C(=O)N1c1ccc(C(=O)O)cc1	2.4	-6	1	13	5
23	CCc1c(C)[nH]c2c(C)cccc2c1=O	1.2	-4	6	2	2
24	CC(OC(=O)c1oc2ccccc2c1CSC1CCCCC1)C(=O)NC(N)=O (stereo unspecified)	-1.2	-2	4	4	4
25	COc1ccc(S(=O)(=O)Nc2ccc(S(=O)(=O)N3CCCCC3)cc2)cc1	7.9	-4	-1	1	10
26	CCC(Sc1nc2ncnc(N)c2[nH]1)C(=O)O (stereo unspecified)	1.6	-7	1	5	-5
27	CCc1nnc(NC(=O)CCC(=O)NC2CCCC2)s1	-0.8	2	6	-3	2
28	Cc1ccnc(-n2sc3ccccc3c2=O)n1	7.0	2	-12	1	58*
29	CC12CC3(C)CC(C)(C1)CC(C(N)=O)(C2)C3	1.0	-6	4	-1	-3
30	Cc1cccc(Nc2nc(N3CCCCC3)nc(N3CCCCC3)n2)c1	-1.5	-4	8	4	1

item	MEKK3 PB1 HTS	p-CIP stab down	PHOSPHO1 inh	CRFBP-R2 block
16	102	-12	4	-13
17	102	-7	35	4
18	100	0	50	10
19	99	-6	26	-6
20	101	-13	18	7
21	91&102	-6&-2	11&42	2
22	95	-5	2	-9
23	97	7	-6	-15
24	105	-12	-40	-10
25	97	2	32	-41
26	101	11	-24	-6
27	100	-14	28	7
28	.	-8	-12	-12
29	104	-1	47	2
30	105	-3	-10	-15

Individual results from the entries so far.
For p-CIP stab down, CCSc1nnc(Cc2cc(=O)[nH]c(=O)[nH]2)n1-c1ccc(Cl)cc1 has 2
For GalR3 antag, CCc1nnc(NC(=O)CCC(=O)NC2CCCC2)s1 has 2
For p-CIP stab down, OC1(c2ccccc2F)CCN(Cc2nnc(-c3ccccc3)o2)CC1 has -14

The results go on.
item	canonical_smiles	CRFBP-R2 agonist	GalR3 antag	IDE act	CHRM4 PAM	IDE cell inh
31	COc1ccccc1CN1CC(C(=O)NCc2ncccc2C)CCC1=O (stereo unspecified)	-0.8	-1	-3	-1	4
32	CCN(CC(=O)NCc1cccs1)C(=O)c1cccc(S(=O)(=O)Nc2ccccc2OC)c1	0.8	1	-1	-3	-1
33	Cc1cc(C)c(NC(=O)C2CC(=O)N(C(C)C)C2)c(C)c1 (stereo unspecified)	-1.2	-3	-2	5	3
34	COc1ccccc1CC(=O)NC1CCCCCC1	0.1	2	2	6	4
35	CN(C)C(CNC(=O)c1coc2ccccc2c1=O)c1ccccc1 (stereo unspecified)	1.4	-6	3	-1	0
36	Cc1ccc([C@H]2C[C@H](n3cc(COC(=O)c4ccccc4)nn3)[C@@H](O)CN2C(=O)c2cccs2)cc1	-0.3	-6	.	-4	.
37	COc1ccc(C(NC(=O)CN2CCCCCC2)c2ccc(OC)cc2)cc1	-0.2	-5	-1	13	8
38	CCNC(=O)COC(=O)C1C(C(=O)OCC)=C(C)NC(C)=C1C(=O)OCC	-0.1	-4	1	1	4
39	CC(NC(=O)c1ccco1)c1nc(-c2ccc(C(C)(C)C)cc2)no1 (stereo unspecified)	-1.0	-8	-2	0	0
40	CCCN(CCC)S(=O)(=O)c1cccc(-c2csc(C)n2)c1	-0.4	-6	5	-4	3
41	COc1cccc(/C=C/C(=O)c2c(O)cc(C)oc2=O)c1O	0.5	-5	3	3	8
42	CCCCN(C(=O)CN1CCOCC1)c1c(N)n(CC(C)C)c(=O)[nH]c1=O	-1.2	-1	6	3	1
43	O=C(COC(=O)c1ccc(F)c(S(=O)(=O)N2CCOCC2)c1)NCc1ccccc1	0.8	-1	5	2	7
44	COc1cc(NC(=O)CCn2c(=O)oc3ccccc32)cc(OC)c1OC	0.0	-3	4	-6	4
45	Cc1ccc(C(=O)CCC(=O)Nc2ncccc2C)cc1	4.0	-3	0	20	-4
46	CC(=O)C1=C(C)Nc2cc(C(F)(F)F)ccc2S1	0.2	-3	9	3	2
47	Cc1cnc(C(=O)N2CCCC(N3CCN(c4ccccc4F)CC3)C2)cn1 (stereo unspecified)	0.5	-1	3	6	.
48	NC1=NC[C@H](Cc2ccc(O)cc2)N1CCc1cc(C(F)(F)F)cc(C(F)(F)F)c1	-0.3	-4	4	-2	3

item	MEKK3 PB1 HTS	p-CIP stab down	PHOSPHO1 inh	CRFBP-R2 block
31	102	-1	36	-7
32	108	6	61*	8
33	96	3	52	2
34	105	-3	-38	-3
35	97	16	-4	-3
36	.	.	.	-12
37	100	-7	20	-12
38	83	-4	-4	-3
39	104	-18	39	-2
40	100	-9	16	13
41	83	-2	0	0
42	101	-8	-4	22
43	.	.	.	0
44	98	3	35	-1
45	.	.	.	-9
46	104	3	96*	6
47	102	-2	.	14
48	89	-8	34	-3

Rows are unselected; about 4.2% have a hit in one of these screens.
